# Assay outcomes deposited in PubChem by Sanford-Burnham Center for Chemical Genomics.
# UPR XBP1 act: activators of adaptive arm of unfolded protein response (XBP1); CHO-XBP1 luciferase reporter, IRE1-XBP1 UPR activation, luminescence; percent of tunicamycin response, DMSO as zero; activation, % at 20 µM; hit rate 0.33% among 330,000; AID 463104;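 active = versus positive control, 20 µM dose yields 30% or more activation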;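 also: 100% = tunicamycin at 10 µg/mL and 0% = DMSO only wells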
#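 Material: CHO cell line with stable XBP1 luciferase reporter; buffer or medium: F12 medium containing 10% fetal bovine serum; compound: single point, 20 µM final compound, 1% DMSO; incubation: 6 h treatment, 37 °C; measured by: glow luminescence from Steady-Glo reagent; evaluation: activation, % of tunicamycin; control set: tunicamycin high, DMSO low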
# CHOP UPR activ: activators of apoptotic arm of unfolded protein response (CHOP); CHO-CHOP luciferase reporter, UPR activation, luminescence; percent of tunicamycin response over DMSO baseline; hit rate 0.34% among 330,000; activation, % at 10 µM; AID 449763;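 active = at 10 µM dose, activation of 40% or more, normalized to positive control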;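 also: 100% = tunicamycin at 10 µg/mL and 0% = DMSO alone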
#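 Evaluation: % reporter activation, DMSO baseline versus tunicamycin full activation; System: CHO-CHOP luciferase reporter cell line; Input: 500 cells/well; Incubation: 6 h compound treatment, 37 °C; Measured by: Steady-Glo luciferase luminescence; Dosing: one dose, 10 µM in 0.5% DMSO; Buffer or medium: F12 medium, 10% FBS; Benchmarks: positive tunicamycin 10 µg/mL, negative DMSO alone.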
# NALP3 yeast inh: blocks the NALP3 inflammasome reconstituted in yeast | Yeast reconstituted NLRP3/ASC/caspase-1, beta-gal luminescence, 24 h | inhibition, % at 10 µM | hit rate 0.39% among 330,000;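 active = inhibition of 50% or more; inactive = inhibition below 50%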;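 also: plate controls were induced DMSO wells for no effect and uninduced yeast grown without galactose for full effect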
# APJ ag: agonists of human APJ apelin receptor; CHO-K1 APJ PathHunter beta-arrestin, luminescence; 0% DMSO wells, 100% apelin; AID 2520; hit rate 0.11% among 330,000; activation, % at 20 µM;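 active = activation more than six SD over the plate average, tested at 20 µM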;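 also: 0% = DMSO alone and 100% = apelin-13 at 10 nM; some results filed as inactive read as strong as hits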
# Target sequence (P35414 whole entry, looked up): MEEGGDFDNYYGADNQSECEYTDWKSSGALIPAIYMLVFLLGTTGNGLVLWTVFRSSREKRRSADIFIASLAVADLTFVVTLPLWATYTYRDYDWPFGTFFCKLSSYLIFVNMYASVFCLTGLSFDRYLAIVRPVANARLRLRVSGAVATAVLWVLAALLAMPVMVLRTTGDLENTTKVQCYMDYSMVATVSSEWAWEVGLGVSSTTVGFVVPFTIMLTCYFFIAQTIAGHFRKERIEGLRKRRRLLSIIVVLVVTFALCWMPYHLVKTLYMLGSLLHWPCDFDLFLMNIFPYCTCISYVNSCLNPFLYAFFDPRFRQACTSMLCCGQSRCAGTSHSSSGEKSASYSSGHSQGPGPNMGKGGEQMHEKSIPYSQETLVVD
#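 system = engineered CHO-K1 APJ arrestin reporter cells | input = 1000 cells per well | timing = overnight seeding, 90 min compound at 25 °C, 1 h detection | measured by = enzyme-fragment complementation luminescence | read-out = beta-arrestin recruitment to APJ as agonist activity, luminescent signal | control set = negative DMSO alone, positive Apelin-13 at 10 nM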
# NR3A LBD binder: NR3A (human) ligand-binding domain modulation; NR3A LBD differential scanning fluorimetry, Tm shift; 0% = protein alone, 100% = glycine-bound protein; Tm shift relative to glycine control, % at 25 µM; hit rate 2.5% among 340,000; AID 1259313;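 active = melting temperature shift of at least 10% of the positive control shift, at one fixed dose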
# tim10-1 inh: growth inhibitors of tim10-1 mutant yeast; S. cerevisiae tim10-1 ts strain growth, BacTiter-Glo, 24 h; inhibition, % at 20 µM; hit rate 2.2% among 330,000;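 active = inhibition of at least 40%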;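 also: mutant grown at 25 °C; 0% = DMSO wells with yeast and 100% = wells holding no yeast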
# Mdm2 MdmX PPI: inhibitors of human Mdm2/MdmX interaction; O15151+Q00987; inhibition, % at 8 µM; AID 485346; hit rate 3% among 330,000; SaOS-2 split-luciferase Mdm2/MdmX complementation, luminescence;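 active = inhibition of at least 50% at 8 µM in the primary screen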
# TIM10 inh: TIM10 yeast growth inhibition | inhibition, % at 10 µM | hit rate 1.4% among 330,000 | S. cerevisiae TIM10 strain growth, BacTiter-Glo luminescence, 24 h;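 active = inhibition of 40% or more at the single tested concentration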;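 also: wild-type TIM10 isogenic control strain grown at permissive 25 °C; 0% = DMSO yeast wells and 100% = minimal medium wells without yeast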
# tim23-1 inh: tim23-1 yeast growth inhibition. S. cerevisiae tim23-1 growth, BacTiter-Glo luminescence, 24 h. inhibition, % at 20 µM. hit rate 1.3% among 330,000;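 active = growth inhibition of the mutant yeast at or above 50%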;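 also: temperature-sensitive mutant grown at 25 °C; plate controls were DMSO-treated mutant yeast for no effect and medium wells lacking yeast for full effect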
# * marks the source's active call; other numbers are inactive results. The order is random; overall some 8.2% were active at least once.
1. COC(=O)[C@H](CC(C)C)NC(=O)N1CCCCC1C (stereo not given in full)
2. O=C(Nc1cccc(NC(=O)c2cccs2)c1)c1ccc(F)cc1
3. Cc1ccc(C(CNS(=O)(=O)c2ccc(F)cc2C)N2CCN(C)CC2)cc1 (stereo not given)
4. COc1ccc(N=Cc2cccc(C)c2O)cc1Cl
5. COc1cccc(NC(=S)NN2C(C)CCCC2C)c1 (stereo not given)
6. CCC1(C(=O)OC)NC(c2cccc(F)c2)C2C(=O)N(C)C(=O)C21 (stereo not given)
7. CCNC(=O)NC(=O)COC(=O)CNC(=O)COc1ccccc1
8. Cc1ccc(/C=C2\SC(=S)N(C3CCS(=O)(=O)C3)C2=O)o1 (stereo not given)

screen / no.	1	2	3	4	5	6	7	8
UPR XBP1 act	-1	0	-2	-1	-3	-3	-2	-1
CHOP UPR activ	-1.1	0.7	0.7	13	1.5	0.7	1.8	-1.7
NALP3 yeast inh	-1	26	21	7	19	-1	-9	16
APJ ag	-1	-3	-4	1	0	6	-1	0
NR3A LBD binder	-1	0	-1	-5	6	-2	0	-2
tim10-1 inh	1	-10	0	0	-5	4	-15	17
Mdm2 MdmX PPI	21	-2	19	21	7	-12	-17	-5
TIM10 inh	13	20	5	-1	9	3	-17	2
tim23-1 inh	13	4	-10	14	27	10	-6	15

9. CCOC(=O)CN1C(c2ccc(O)cc2)Nc2ccc(Br)cc2C1c1ccccc1 (stereo not given)
10. COc1ccc(S(=O)(=O)N2CCC(C(=O)N[C@@H](C)C(=O)NCc3ccncc3)CC2)cc1
11. NC(=O)c1cnn2c(-c3cccc(C(F)(F)F)c3)ccnc12
12. CC(C)CNC(=O)COC(=O)/C=C/c1ccccc1[N+](=O)[O-]
13. COc1ccc(N(C(C)C(=O)NN=C2CCCC2)S(C)(=O)=O)cc1 (stereo not given)
14. CC(=O)c1cccc(NC(=O)CO/N=C2/CCCc3nonc32)c1
15. Cc1onc(-c2ccccc2Cl)c1C(=O)Nc1ccccc1N1CCOCC1
16. O=C(COC(=O)Cc1ccc(S(=O)(=O)N2CCOCC2)s1)Nc1ccc(F)cc1F

screen / no.	9	10	11	12	13	14	15	16
UPR XBP1 act	-1	-3	0	-1	-2	2	-2	0
CHOP UPR activ	2.8	-1.0	-0.1	-0.3	-1.7	0.9	-0.5	1.5
NALP3 yeast inh	1	-6	1	8	-5	-3	3	1
APJ ag	-1	-3	-2	-1	-2	-2	-2	-2
NR3A LBD binder	19*	-1	-1	1	-1	-1	2	0
tim10-1 inh	46*	17	30	17	-2	3	31	12
Mdm2 MdmX PPI	-18	-8	-10	38	-7	12	7	-10
TIM10 inh	32	1	24	4	-1	-10	6	4
tim23-1 inh	44	12	23	11	9	13	5	24

17. COc1ccc(C(=O)N2CCOCC2)cc1Br
18. CCCCCC(=O)OCCc1c(C)nc2nc[nH]n2c1=O
19. O=C(c1n[nH]c2ccccc12)N1CCCCC1
20. CCc1nnc(NC(=O)CCn2cnc3ccccc3c2=O)s1
21. Cc1nc(C)c(C(=O)Nc2cccc(Cl)c2)o1
22. Cc1cc(C)n(-c2nc(-c3ccc(Cl)c(Cl)c3)cs2)n1
23. CN(c1ccc(C(=O)N2CCN(c3ccc(F)cc3)CC2)cc1)S(C)(=O)=O
24. CN(C)S(=O)(=O)c1ccc(NC(=O)CCNC(=O)c2ccc([N+](=O)[O-])cc2)cc1

screen / no.	17	18	19	20	21	22	23	24
UPR XBP1 act	-2	-4	-3	-2	1	4	2	-3
CHOP UPR activ	0.5	-0.7	2.6	1.4	2.3	4.8	-2.4	2.0
NALP3 yeast inh	7	7	10	-3	10	4	30	12
APJ ag	-7	-1	-2	0	-2	-1	-8	1
NR3A LBD binder	0	-2	-1	-1	2	1	-1	0
tim10-1 inh	10	7	-1	-1	4	12	0	-4
Mdm2 MdmX PPI	-5	-1	-5	-21	-1	-29	15	-3
TIM10 inh	-5	10	-1	15	4	3	-15	10
tim23-1 inh	-2	7	5	7	9	3	-1	-3

# 3 of these compounds, set out differently.
nr	molecule	UPR XBP1 act	CHOP UPR activ	NALP3 yeast inh	APJ ag	NR3A LBD binder	tim10-1 inh	Mdm2 MdmX PPI	TIM10 inh	tim23-1 inh
23	CN(c1ccc(C(=O)N2CCN(c3ccc(F)cc3)CC2)cc1)S(C)(=O)=O	2	-2.4	30	-8	-1	0	15	-15	-1
24	CN(C)S(=O)(=O)c1ccc(NC(=O)CCNC(=O)c2ccc([N+](=O)[O-])cc2)cc1	-3	2.0	12	1	0	-4	-3	10	-3
15	Cc1onc(-c2ccccc2Cl)c1C(=O)Nc1ccccc1N1CCOCC1	-2	-0.5	3	-2	2	31	7	6	5

# Other records.
25. CC(=O)Nc1ccc(OC(=O)c2ccc(Br)c([N+](=O)[O-])c2)cc1
26. Cc1cc(C)nc(SCC(=O)NNS(=O)(=O)c2ccc(C#N)cc2)n1
27. CCCc1nnc(SCC(=O)N2CCOCC2)n1CC1CCCO1 (stereo not given)
28. CC(C)(C)c1ccc(C(=O)Nc2c3c(nn2C(C)(C)C)CS(=O)(=O)C3)cc1
29. CCc1nc(N=Nc2c(O)[nH]c3ccccc23)c2c3c(sc2n1)CCC3
30. CCc1cccc(C)c1NC(=O)Cn1nc(C)n2cccc2c1=O
31. CNC(=O)c1cc(Nc2nnc(-c3ccc(O)cc3)c3ccccc23)ccc1OC
32. C=CCn1c(=O)c2ccccc2n2c(Sc3nnnn3-c3ccccc3)nnc12

screen / no.	25	26	27	28	29	30	31	32
UPR XBP1 act	0	0	-2	-2	35*	-4	3	0
CHOP UPR activ	1.6	-0.5	2.2	-1.4	94*	1.5	-1.2	0.3
NALP3 yeast inh	4	6	9	16	10	8	13	6
APJ ag	2	2	-3	-4	0	-1	-1	-9
NR3A LBD binder	0	1	1	-1	-1	0	1	2
tim10-1 inh	-2	-6	-11	-3	0	5	11	19
Mdm2 MdmX PPI	28	12	21	20	87*	15	29	53*
TIM10 inh	-7	-1	-9	-1	-15	2	13	3
tim23-1 inh	10	11	-14	2	-6	-2	3	-13

33. Cc1cc(C)c2c(N)c(C(=O)c3ccccc3)oc2n1
34. Cc1ccnc(NS(=O)(=O)c2ccc(NC(=O)CN3C(=O)CCC3=O)cc2)n1
35. Oc1ccccc1OCCOc1ccccc1OCCOc1ccccc1O
36. Cc1cccc(NC(=O)CC2(CC(=O)O)CCCC2)c1
37. Brc1cccc(CNCc2ccncc2)c1
38. O=c1c(Cc2ccc(Cl)cc2)c(O)ccn1Cc1ccccc1
39. O=C(Nc1ccc2c(c1)OCO2)N1CCC(CO)(CC2CCCCO2)CC1 (stereo not given)
40. CNC(=O)C1CC(=O)N(c2ccc(OCC(=O)N3CCCC3)cc2)C1 (stereo not given)

screen / no.	33	34	35	36	37	38	39	40
UPR XBP1 act	0	-3	0	-5	-5	-1	0	-1
CHOP UPR activ	4.2	-0.4	2.4	-0.3	0.0	-1.8	0.3	-1.0
NALP3 yeast inh	23	-12	11	10	15	10	18	-3
APJ ag	2	-3	-2	-2	-1	3	3	-2
NR3A LBD binder	1	0	-4	2	0	-10	-1	0
tim10-1 inh	2	-10	1	-7	-12	-1	-7	4
Mdm2 MdmX PPI	15	13	34	27	16	-19	-19	3
TIM10 inh	2	-6	9	-2	-6	-2	-11	-16
tim23-1 inh	18	5	18	1	-14	-3	16	14

41. CC(=O)N1c2ccc(S(=O)(=O)N3CCCC3)cc2CC1C(=O)Nc1cc(C)cc(C)c1 (stereo not given)
42. CCNC(=O)C(C)Sc1ccc(Cl)cc1 (stereo not given)
43. COC(=O)c1cn(NC(=O)Cn2nc([N+](=O)[O-])c(Cl)c2C)c(=O)c2ccccc12
44. CC1CCCC(NC(=O)/C=C/c2c(F)cccc2Cl)C1C (stereo not given)
45. COc1ccc(-c2nn(-c3ccccc3)cc2CNC[C@H]2O[C@@H](n3cnc4c(N)ncnc43)[C@H](O)[C@@H]2O)cc1
46. Cc1cccc(N(C)S(=O)(=O)c2c(C)[nH]c(C)c2C(=O)N2CCCC2)c1
47. CN(C)c1ccc(-c2nc3n(n2)C(c2cccnc2)C2=C(CC(C)(C)CC2=O)N3)cc1 (stereo not given)
48. O=C1CC(N2CCN(c3ccccc3Cl)CC2)C(=O)N1c1ccc(F)cc1 (stereo not given)

screen / no.	41	42	43	44	45	46	47	48
UPR XBP1 act	-2	3	0	4	-1	-4	0	-1
CHOP UPR activ	0.4	-2.9	0.6	5.8	0.6	2.4	-1.7	0.2
NALP3 yeast inh	5	12	5	-4	5	-4	9	-5
APJ ag	-2	-5	-3	6	-1	0	-2	0
NR3A LBD binder	0	1	-2	0	1	-3	-1	-1
tim10-1 inh	2	-5	-4	12	3	-1	6	19
Mdm2 MdmX PPI	-9	0	-20	-10	-9	16	23	-9
TIM10 inh	9	-2	5	19	-6	4	0	6
tim23-1 inh	5	6	4	7	14	1	8	28

# Grouped by structure: the entries above with a thiophene ring, fused or not.
2. O=C(Nc1cccc(NC(=O)c2cccs2)c1)c1ccc(F)cc1
16. O=C(COC(=O)Cc1ccc(S(=O)(=O)N2CCOCC2)s1)Nc1ccc(F)cc1F
29. CCc1nc(N=Nc2c(O)[nH]c3ccccc23)c2c3c(sc2n1)CCC3

screen / no.	2	16	29
UPR XBP1 act	0	0	35*
CHOP UPR activ	0.7	1.5	94*
NALP3 yeast inh	26	1	10
APJ ag	-3	-2	0
NR3A LBD binder	0	0	-1
tim10-1 inh	-10	12	0
Mdm2 MdmX PPI	-2	-10	87*
TIM10 inh	20	4	-15
tim23-1 inh	4	24	-6

# Remaining list, next part
49. COc1ccc(OCCSc2nnc(-c3ccccc3)n2N)cc1
50. CC(OC(=O)/C=C/c1ccc2ccccc2n1)C(=O)NCc1ccccc1 (stereo not given)
51. O=C(C[n+]1cc(-c2ccc(Cl)cc2)n2c1CCC2)Nc1nc(-c2ccccc2)cs1
52. O=C(/C=C/c1ccc(F)cc1)c1ccc(N2CCOCC2)cc1
53. CN1CCN(C(=O)/C(=C/c2ccccc2F)NC(=O)c2ccccc2)CC1
54. O=c1[nH]c(CCC2CCCC2)nc2ccccc12
55. Cc1nn(C)c(C(=O)Nc2ccn(Cc3c(F)c(F)cc(F)c3F)n2)c1[N+](=O)[O-]
56. CCOc1ccc(CNCCCSc2ncccn2)cc1OC

screen / no.	49	50	51	52	53	54	55	56
UPR XBP1 act	-3	-4	-2	3	-1	0	1	-2
CHOP UPR activ	-0.6	5.3	0.6	4.6	1.7	0.7	0.1	1.7
NALP3 yeast inh	10	25	-1	18	13	5	8	23
APJ ag	4	4	-1	-3	-4	0	0	-3
NR3A LBD binder	-1	2	2	-1	-1	-8	1	0
tim10-1 inh	22	41*	9	12	13	4	23	3
Mdm2 MdmX PPI	12	54*	7	-9	20	18	-1	14
TIM10 inh	23	36	0	-1	4	3	-4	-6
tim23-1 inh	14	32	6	14	-3	33	19	5
